# Screening data from PubChem.
# DT40 TDP1 CPT: growth inhibition of DT40 Tdp1-/-;hTDP1 cells with camptothecin (screen for TDP1 inhibitors); chicken DT40 Tdp1-/-;hTDP1 cells + 20 nM CPT, ATP luminescence, 48 h; Potency, µM (top dose mostly 46.2 µM), inactives show at the top dose activity change, negative = growth inhibition, usual class: inhibitors; 12% of 420,000 active; active = well fitted inhibition curve with a large enough effect; inconclusive = small, poorly fitted or top-dose-only effect; note: nearly all actives have a fitted effect of over 55% in size
#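 Chicken DT40 Tdp1-/- cells stably complemented with human TDP1 were seeded at 400 cells/well in medium containing 20 nM camptothecin, exposed to pin-transferred compounds, and grown at 37 °C for at least 48 hr. Viability was read as ATP luminescence.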
# An asterisk follows results filed as active; ? = inconclusive; [ ] = remark or other dose. % is set by controls: 0 for no effect and ±100 for the full control effect; potency is the fitted concentration of half-maximal effect. Not all compounds are listed; rates above refer to the full screens.
structure,DT40 TDP1 CPT
CC(C)(C)S(=O)N1Cc2cc(C(=O)NCc3ccc(Oc4ccccc4)cc3)nc(-c3cccc(-c4cc5ccccc5o4)c3)c2[C@H]1CCO (some centres undefined),?
CC(=O)N1CCC[C@H]1C(=O)NCC1Cc2cc(C)cc(-c3ccc(Cl)cc3)c2O1 (some centres undefined),-12%[9.04 µM]
COc1cc(-c2ccc(C(F)(F)F)cn2)cc2c1OCCN(S(=O)(=O)C[C@]13CC[C@H](CC1=O)C3(C)C)C2,-8%[9.04 µM]
Cc1cnc(SCc2ccccn2)nc1C1CCCN(C(=O)c2noc3c2CCCC3)C1 (centres undefined),10µM*
COc1ccc(-c2cccc3c2OC(CNC(=O)c2ccccc2-n2cccn2)C3)nn1 (centres undefined),-15%[9.04 µM]
COc1ccccc1-c1ccc(C(=O)N2CCC(N3CCc4ccccc4C3)CC2)c(N(C)CC2COCCO2)n1 (centres undefined),-2%[9.04 µM]
CC1(Cc2ccccc2Cl)C(=O)Nc2cc(-c3ccccc3Cl)ccc21 (centres undefined),?
COCCCn1cc(CN2CC(N(C)C)CS2(=O)=O)nn1 (centres undefined),-6%
Cc1ncc2c(c1CNC(=O)c1cncs1)CCN(C(=O)c1cccc(-c3cccc(F)c3)c1)C2,0%
CC(OC(=O)c1nc(Cl)ccc1Cl)C(=O)NCc1ccccc1 (centres undefined),7%
C[C@@H]1CN([C@H](C)CO)C(=O)c2cc(C#CC(C)(C)O)cnc2O[C@@H]1CN(C)C(=O)C1CC1,1%
C(=C\c1ccccc1)/CN1CCN(C(c2cccs2)c2nnnn2C2CCCC2)CC1 (centres undefined),?
CCC1(CC)NC(=O)N(CC(=O)OC(C)C(=O)Nc2ccc(S(N)(=O)=O)cc2)C1=O (centres undefined),-5%
Cn1c(=O)n(C)c2cc(CNC(=O)[C@H]3O[C@@H](n4cnc5c(N)ncnc54)[C@H](O)[C@@H]3O)ccc21,1%
O=C1NC[C@@H](CCCCN2C[C@H](Cc3ccccc3)N(CC3CCCCC3)C(=O)C2=O)N(CCc2ccc(O)cc2)C1=O,-1%
CC(C)N1CCN(c2ccncc2S(=O)(=O)N2CCN(C)CC2)CC1,6%
CCn1c(SCC(=O)NC2CCCC2)nc2c(c1=O)SCC2,-14%
CC(C)CC1C(=O)N(Cc2cn(Cc3ccco3)nn2)CCS(=O)(=O)N1Cc1ccc(-c2ccc(F)cc2)cc1 (centres undefined),?
CC(C)N1CCCC(C)(C(=O)Nc2cccc(Oc3ccccc3)c2)C1 (centres undefined),?
Cn1ccc2c(-c3ccc4[nH]ccc4c3)cc3c(c21)C1CCC3O1 (centres undefined),?
COc1ccccc1N1CCN(S(=O)(=O)CCNC(=O)COc2ccccc2)CC1,?
OC(c1cccc(F)c1)c1ncc(-c2ccc3ccccc3c2)[nH]1 (centres undefined),?
CCCc1c(C(=O)N/N=C/C=C/c2ccccc2)nnn1-c1nonc1N,-19%
C=C(C)Cn1c2ccc(NC(=O)CCc3cccnc3)cc2c(=O)n1C,-23%
OCCNc1ncnc2c1ncn2[C@H]1CN(Cc2ccc3c(c2)OCO3)C[C@@H](CO)O1,-13%
O=[N+]([O-])c1ccc(S(=O)(=O)NCC(c2ccc3c(c2)OCO3)N2CCOCC2)cc1 (centres undefined),-13%
C[C@@H]1CN([C@H](C)CO)C(=O)CCCn2nncc2CO[C@H]1CN(C)Cc1ccc2c(c1)OCO2,12%
COCCNC(=O)C1(C)CCCN(Cc2cc(-c3ccccc3)on2)C1 (centres undefined),13µM*
CCOc1ccc(OCC(=O)Nc2cc(Cl)ccc2-n2cncn2)cc1,?
COc1ccc(-c2cc3c(c4c2ccn4C)C2CCC3C2)cc1OC (centres undefined),?
C[C@@H]1CCCCO[C@H](CN(C)C(=O)c2ccncc2)[C@H](C)CN([C@@H](C)CO)C(=O)c2cc(NC(=O)c3ccccc3)ccc2O1,-4%
CC(=O)Nc1ccc(-c2ccnc3c2CC(C(=O)Nc2cccc(C(F)(F)F)c2)O3)cc1 (centres undefined),23µM*
COc1cc(-c2nc(C)cnc2C)cc2c1OCCN(C(=O)Cn1nc(-c3ccccc3)c3ccccc3c1=O)C2,-6%[9.04 µM]
O=C1Nc2ccccc2-n2nnnc2C1N1CCN(c2ccc(F)cc2)CC1 (centres undefined),-8%
COC(=O)c1cccc(C(=O)N2CCc3c(cnc(C)c3CNC(=O)c3ccsc3)C2)c1,-14%[9.04 µM]
CC1=C(C(=O)N2CCOCC2)CC(CC(=O)NCc2ccco2)C(=O)N1Cc1ccc(F)cc1 (centres undefined),-8%
CC(=O)c1cccc(NC(=O)C2Cc3c(-c4ccccc4Oc4ccccc4)ccnc3O2)c1 (centres undefined),18µM*
CNc1ccc(-c2ccccc2OC)cn1,8%
Cc1ccc(OCC(=O)NNC(=O)c2cc(S(=O)(=O)N(C)C)ccc2N2CCCC2)cc1,-7%
Cc1ccccc1NC(=O)c1cc(S(=O)(=O)N2CCCCC2)ccc1N1CCOCC1,-30%
COc1cc(N)c2ncccc2c1SC,?
COCCNC(=O)C1(C)CCCN(C(=O)COc2ccccc2)C1 (centres undefined),21µM*
CC(C)(C)n1nnnc1C(c1cc2ccccc2o1)N(Cc1ccccc1)Cc1ccccc1 (centres undefined),?
CS(=O)(=O)Nc1cccc(NC(=O)c2cccc3c(-c4cccc(C(N)=O)c4)coc23)c1,18µM*
Nc1nc2ccc(Cl)cc2cc1C(=O)NC1CC1,-9%
CC1(C(=O)O)CCCN1C(=O)c1cc2ccccc2s1 (centres undefined),1%
O=S1(=O)CC(N2CCN(CC3CC3)CC2)CN1C1CCCCC1 (centres undefined),-21%
CN1CCN(C2CN(Cc3cn(Cc4ccccc4)nn3)S(=O)(=O)C2)CC1 (centres undefined),3%
O=C(NCCCN1CCCC1)c1[nH]c(C(F)(F)F)nc1-c1ccccc1,-1%
CN1C(C)(C)CC(O)(C(=O)O)CC1(C)C,-11%
Cc1cc2c(c(-c3ccc4nc(C)ccc4c3)c1)OC(CNC(=O)Cc1ccn(C)c1)C2 (centres undefined),?
COc1ccc2c(C)cc(=O)sc2c1,12%
CCc1ccc2c(c1)NC(=O)C2(C)Cc1ccccc1C#N (centres undefined),?
COc1ccccc1CNC(=O)Nc1nc(C(N)Cc2ccc(Cl)cc2)cs1 (centres undefined),?
Cc1ccccc1C1(O)c2ccccc2-c2ccccc21,23µM*
CC(=O)Nc1ccc(NC(=O)C2Cc3c(-c4ccc(Cl)cc4)ccnc3O2)cc1 (centres undefined),-3%
Nc1ccn([C@@H]2O[C@H](CNCc3ccc(C#CCCO)cc3)[C@@H](O)[C@H]2O)c(=O)n1,-4%
COc1cc(C(=O)N2CCCC(C)(C(=O)NS(=O)(=O)C3CC3)C2)cc(OC)c1OC (centres undefined),1.6µM*
CCOC(=O)C1=CCN(S(=O)(=O)c2ccccc2F)C1c1ccccc1 (centres undefined),?
COc1ccc([C@H]2CC(=O)C[C@@H](CCn3cc(Cc4ccccc4)nn3)O2)cc1,-5%

# (next part)
structure,DT40 TDP1 CPT
CCCCN1C(=O)C(CC(=O)NCc2ccco2)CC(C(=O)N(CC)CC)=C1C (centres undefined),-8%
CN(Cc1ccccn1)C(=O)c1cc(COc2ccc(F)c(F)c2)on1,18µM*
CC1(C(=O)Nc2ccc3c(c2)OCCO3)CN(S(C)(=O)=O)CC(=O)N1Cc1cccc(C(F)(F)F)c1 (centres undefined),17%
CN1OC[C@@H]2CN[C@H](c3ccc(-c4cccc(F)c4)cc3)C[C@@H]21,?
CCN(CC)c1ncnc2c1ncn2[C@H]1CN(CCOC)C[C@@H](CO)O1,1%
Nc1nc2ccccc2n1S(=O)(=O)c1ccc(Cl)cc1,?
COc1cccc(CNC(=O)[C@@H]2CCCN2C(=O)[C@@H]2CCCN2C(=O)c2cccc3ccccc23)c1,?
CC1=C(C(=O)N(C(C)C)C(C)C)CC(CC(=O)NCC2CCCCC2)C(=O)N1Cc1ccc(F)cc1 (centres undefined),16µM*
CC1(C(=O)NCc2ccccc2)CSCC(=O)N1CC(F)(F)F (centres undefined),7%
O=C(O)C1c2ccccc2Cc2ccccc21,-4%
O=C(NC1CCCC1)N[C@@H]1C=C[C@@H](CC(=O)N2CCOCC2)O[C@@H]1CO,?
CC(NC(=O)c1cc(COc2ccc(-n3cncn3)cc2)on1)c1ccc(F)cc1 (centres undefined),?
CCCNC(=O)c1cc(C2CCCCN2C(=O)CCCc2ccccc2)on1 (centres undefined),-23%
O=C(NCCCN1CCCC1=O)C(=O)NCC1OCCN1S(=O)(=O)c1cc(F)ccc1F (centres undefined),-1%
CCOc1ccc(NC(=O)CN(C)C(=O)CCc2nc3ccccc3c(=O)[nH]2)cc1OCC,-19%
COC(=O)[C@@]1(Cc2ccc(F)cc2)[C@H]2c3cc(C(=O)N(C)C)n(C)c3C[C@H]2CN1C(=O)c1ccccc1,?
CC1(C(=O)NCc2ccc3c(c2)OCO3)CCN1C(=O)Cc1cccc2ccccc12 (centres undefined),?
O=C(NNC(=O)c1cccs1)c1ccccn1,16µM*
CCOc1ccc(Cl)cc1-c1cc(C(=O)Nc2ccc(C(C)C)cc2)[nH]n1,?
COc1ccc(CNC(=O)Nc2nnc([C@@H]3C[C@H](O)[C@@H](CO)O3)s2)cc1,4%
CNC(=O)C[C@H]1C(=O)N(c2ccccc2)C[C@@H]1CSC,27%
CC[N+](CC)=N/N=C1\C=CC[N+]([O-])=C1,-2%
COc1ccccc1N1CCN(S(=O)(=O)CCNC(=O)/C=C/c2ccc3c(c2)OCO3)CC1,?
CC(NC(=O)c1cc(F)ccc1F)c1nnc2n1CCN(Cc1ccccc1O)CC2 (centres undefined),-16%
CC(C)Cc1ccc(-c2cc3nc(NCCCn4ccnc4)ccn3n2)cc1,?
CC(C)(C)Cc1c(-c2cccc(Cl)c2)nc2ccc(Cl)cn12,?
Cc1oc(-c2ccccc2NC(=O)C2CCCO2)nc1CNC(=O)c1[nH]c2c(C)ccc(C)c2c1C (centres undefined),5%[9.04 µM]
N#CCCN(C(=O)Nc1ccc(Cl)c(Cl)c1)C1CCCCC1,-22%
COc1ccc(-c2oc3c(c2C(=O)OCCCO)C(OCCO)CCC3)cc1 (centres undefined),-1%
Cc1cc2c(c(-c3cnccn3)c1)OC(CNC(=O)c1ccc(-n3nc(C)cc3C)cc1)C2 (centres undefined),12%[9.04 µM]

# An excerpt of these results, as labelled records.
> CCOC(=O)C1=CCN(S(=O)(=O)c2ccccc2F)C1c1ccccc1 (centres undefined)
- DT40 TDP1 CPT: ?
> CC1=C(C(=O)N(C(C)C)C(C)C)CC(CC(=O)NCC2CCCCC2)C(=O)N1Cc1ccc(F)cc1 (centres undefined)
- DT40 TDP1 CPT: 16µM*
> CC(=O)N1CCC[C@H]1C(=O)NCC1Cc2cc(C)cc(-c3ccc(Cl)cc3)c2O1 (some centres undefined)
- DT40 TDP1 CPT: -12%[9.04 µM]
> Cc1ccccc1C1(O)c2ccccc2-c2ccccc21
- DT40 TDP1 CPT: 23µM*

# Further structures follow.
structure,DT40 TDP1 CPT
COc1ccccc1-c1cncc(NC(C)=O)n1,-3%
CC(C)C[C@H]1CN([C@@H](Cc2ccc(O)cc2)CN2CCCC2CN2C(=S)NC[C@@H]2Cc2ccccc2)C(=S)N1CC1CCCCC1 (some centres undefined),16µM*
O=C(Nc1ccc(Cl)cc1)N[C@H]1CC[C@H](CCn2cc(-c3ccccc3F)nn2)O[C@@H]1CO,8.2µM*
CC(C)NC(=O)N1Cc2cc(C(=O)NCC(F)(F)F)nc(-c3cccc(-c4cc5ccccc5o4)c3)c2[C@@H]1CCO,18µM*
CN(C)CCN1CCN(C2CN(Cc3cn(Cc4cccc(Cl)c4)nn3)S(=O)(=O)C2)CC1 (centres undefined),-6%
COCCCC1CCN(C(=O)C2CCC(=O)N(CCCc3ccccc3)C2)CC1 (centres undefined),?
CCCCCCn1c(=O)n2n(c1=O)C[C@]1(OC(=O)NC3CC3)CN(S(=O)(=O)c3ccc(C)cc3)C[C@]1(O)C2,?
COc1ccc(CNC(=O)c2sc(=O)n(Cc3ccccc3OC)c2C)cc1,?
O=C(Nc1ccccc1Cl)c1cc(C2CCCN(C(=O)c3ccc4c(c3)CCO4)C2)on1 (centres undefined),13µM*
O=C(Nc1ccc2c(c1)OCO2)c1cc(C2CCCN(C(=O)CCCc3ccccc3)C2)on1 (centres undefined),18µM*
COc1cc(=O)n2c(c1C(=O)N(C)Cc1cscn1)CCN(Cc1c(C)[nH]c3ccccc13)CC2,?
CCCCCCCCN1C(=O)[C@H](CC(=O)NCCCCc2ccccc2)C[C@@]2(C(=O)OC)CCCCC=C12,?
CSc1nnc(CNS(=O)(=O)c2ccc(F)cc2F)n1-c1ccccc1C,?

# An excerpt of these results, as labelled records:
CCCCCCn1c(=O)n2n(c1=O)C[C@]1(OC(=O)NC3CC3)CN(S(=O)(=O)c3ccc(C)cc3)C[C@]1(O)C2
  DT40 TDP1 CPT: ?

COc1ccc(CNC(=O)c2sc(=O)n(Cc3ccccc3OC)c2C)cc1
  DT40 TDP1 CPT: ?

O=C(Nc1ccccc1Cl)c1cc(C2CCCN(C(=O)c3ccc4c(c3)CCO4)C2)on1 (centres undefined)
  DT40 TDP1 CPT: 13µM*

O=C(Nc1ccc2c(c1)OCO2)c1cc(C2CCCN(C(=O)CCCc3ccccc3)C2)on1 (centres undefined)
  DT40 TDP1 CPT: 18µM*
